# DAX1 inh-1 = inhibitors of DAX1 repression of SF-1 activated StAR promoter; inhibition, % at 6.8 µM; HEK293T StAR-luciferase reporter, SF-1/DAX-1 repression relief; 370,000 compounds, 1.1% hits; AID 652010;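 active = inhibition above the mean over all tested compounds plus 3 SD, cut at about 3.6% in these data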;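 also: 0% = DAX-1 cells with DMSO and 100% = cells lacking DAX-1 with DMSO; higher inhibition means more luminescence from relief of DAX-1 repression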
# MBD2 inh = MBD2-methylated oligo binding inhibition. inhibition, % at 4.4 µM. 370,000 compounds, 0.31% hits. TR-FRET, MBD2 binding to methylated oligonucleotide; in the data active = inhibition above about 13%
# Target sequence (Q9UBB5 whole entry, looked up): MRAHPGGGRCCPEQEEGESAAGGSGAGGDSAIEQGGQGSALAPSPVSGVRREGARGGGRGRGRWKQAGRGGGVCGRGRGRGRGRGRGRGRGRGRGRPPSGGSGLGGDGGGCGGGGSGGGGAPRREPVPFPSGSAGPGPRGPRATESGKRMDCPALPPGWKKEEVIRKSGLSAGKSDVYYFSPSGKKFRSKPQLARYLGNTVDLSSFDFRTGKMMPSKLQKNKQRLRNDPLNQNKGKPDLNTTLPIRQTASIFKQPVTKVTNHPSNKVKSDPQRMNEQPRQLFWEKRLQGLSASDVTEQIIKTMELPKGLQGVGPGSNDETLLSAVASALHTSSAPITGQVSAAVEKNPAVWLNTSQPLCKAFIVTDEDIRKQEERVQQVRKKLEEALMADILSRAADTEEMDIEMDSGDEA
# PLC-gamma1 inh = blocks human PLC-gamma1 enzyme activity. P19174. purified PLC-gamma1, fluorogenic substrate, fluorescence. inhibition, % at 12.2 µM. 370,000 compounds, 0.84% hits. AID 720700; in the data active = inhibition above about 9.5%
# ADAM17 inh = inhibits human ADAM17. P78536. recombinant ADAM17, EDANS/DABCYL FRET peptide cleavage. inhibition, % at 6.95 µM. 370,000 compounds, 0.83% hits;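 active = inhibition above the mean of compounds lying between control limits plus 3 SD, set per campaign, cut at about 8.5% in these data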;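 also: 0% = DMSO-only wells as the low control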
# hcDAF-12 act = activators of H. contortus DAF-12 nuclear receptor; HEK293 hcDAF-12 lit1-tk-luc reporter, luminescence; 0% DMSO, 100% Δ7-dafachronic acid; activation, % at 6.8 µM; 370,000 compounds, 1.4% hits; AID 652067;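 active = activation above the mean of all tested compounds plus 3 SD, cut at about 5.5% in these data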;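 also: 100% = response to 3 µM Δ7-dafachronic acid high control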
# NR1D1 modulator = modulates human Rev-erb alpha binding to DNA. Rev-erbα–FITC-DNA binding, fluorescence polarization, 90 min. activity, % at 10 µM. 370,000 compounds, 0.79% hits. AID 1259318;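 active = activity above about 14%, limit read from the data; passing the limit was not always enough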;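 also: 0% = DMSO wells with 35 nM protein and 100% = DMSO wells with 750 nM protein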
# Target sequence (P20393 whole entry, looked up): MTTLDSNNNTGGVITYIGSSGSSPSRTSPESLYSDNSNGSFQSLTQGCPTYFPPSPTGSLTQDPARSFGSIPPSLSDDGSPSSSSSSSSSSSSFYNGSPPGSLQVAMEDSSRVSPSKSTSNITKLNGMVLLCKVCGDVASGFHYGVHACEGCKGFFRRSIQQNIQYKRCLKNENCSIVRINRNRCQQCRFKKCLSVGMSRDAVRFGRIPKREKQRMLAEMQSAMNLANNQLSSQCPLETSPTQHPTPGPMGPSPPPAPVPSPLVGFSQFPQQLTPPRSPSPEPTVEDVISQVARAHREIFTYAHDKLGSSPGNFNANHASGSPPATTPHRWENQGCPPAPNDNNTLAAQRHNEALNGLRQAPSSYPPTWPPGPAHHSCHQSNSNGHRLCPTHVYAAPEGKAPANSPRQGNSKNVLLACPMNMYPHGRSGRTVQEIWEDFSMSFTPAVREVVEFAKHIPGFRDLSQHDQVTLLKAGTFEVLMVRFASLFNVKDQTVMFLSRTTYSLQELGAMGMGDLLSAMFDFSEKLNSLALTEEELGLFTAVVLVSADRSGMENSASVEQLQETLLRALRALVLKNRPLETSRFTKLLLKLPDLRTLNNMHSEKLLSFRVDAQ
# hgDAF12 agonist = agonists of H. glycines DAF-12 nuclear receptor; HEK293 GAL4-hgDAF12 UAS-luciferase reporter, agonist luminescence; normalized to butyrate control; 370,000 compounds, 1.8% hits; activation, % at 6.8 µM;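 active = activation above a cutoff set at the mean of all screened compounds plus 3 SD, cut at about 10% in these data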;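 also: 0% = DMSO wells and 100% = sodium butyrate wells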
# SMARCA2 act = SMARCA2 function activation, primary screen. MG213 cells, MMTV-luciferase reporter, dexamethasone, overnight. activation, % at 9.1 µM. 370,000 compounds, 1% hits. AID 652017; in the data active = activation above about 7.8%;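 also: 0% = vehicle wells and 100% = reference activator wells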
# PLCb3 inh = PLC-beta3 (human) inhibition, primary screen | Purified PLC-beta3, fluorogenic substrate, fluorescence | inhibition, % at 12.2 µM | 370,000 compounds, 0.18% hits | AID 720704; in the data active = inhibition above about 11%;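 also: 0% = median of compound wells on plate and 100% = full blocker control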
# ssDAF-12 act = activators of S. stercoralis DAF-12 nuclear receptor. AID 652126. activation, % at 6.8 µM. HEK293 ssDAF-12/GRIP1 lit1-tk-luc reporter, luminescence; % of 3 µM dafachronic acid response. 370,000 compounds, 1% hits;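 active = activation above the mean over all tested compounds plus 3 SD, cut at about 0.9% in these data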;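 also: 0% = DMSO-only wells and 100% = 3 µM delta7-dafachronic acid wells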
# DAX1 inh-2 = inhibits human nuclear receptor DAX1; P51843; HEK293 Gal4-DAX1 luciferase reporter, luminescence; inhibition, % at 6.75 µM; 340,000 compounds, 0.99% hits; AID 504766;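 active = inhibition above the mean over all tested compounds plus 3 SD, cut at about 4.2% in these data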;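 also: 0% = DAX1-transfected cells with DMSO and 100% = empty-vector control cells with DMSO; inhibition shows as a rise in luminescence from relieved DAX1 repression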
# * marks the source's active call; other numbers are inactive results; / = not tested or not shown.
# The opening 4 records (preview)
SMILES,DAX1 inh-1,MBD2 inh,PLC-gamma1 inh,ADAM17 inh,hcDAF-12 act,NR1D1 modulator,hgDAF12 agonist,SMARCA2 act,PLCb3 inh,ssDAF-12 act,DAX1 inh-2
CC1CC(C)CN(CCOCCSc2ccc(Cl)cc2)C1 (stereo not drawn),-0.5,1,5,-2,0.4,-3,0.4,-2,-2,-1.1,3.1
CCOc1ccc(-n2nc3c(=O)[nH]nc(C)c3c2C)cc1,-0.4,1,0,-1,-1.9,1,-3.1,-1,2,-1.2,-0.2
Cc1cnnn1-c1cccc([N+](=O)[O-])c1,-1.2,1,2,-1,2.9,-5,2.5,1,2,-0.3,-0.8
COc1cccc(-n2ccnc2SCC(=O)N2CCc3ccccc32)c1,-0.5,-2,1,-3,-0.2,2,-2.1,0,3,-1.5,0.3

# The list itself, from the start:
SMILES,DAX1 inh-1,MBD2 inh,PLC-gamma1 inh,ADAM17 inh,hcDAF-12 act,NR1D1 modulator,hgDAF12 agonist,SMARCA2 act,PLCb3 inh,ssDAF-12 act,DAX1 inh-2
CC1CC(C)CN(CCOCCSc2ccc(Cl)cc2)C1 (stereo not drawn),-0.5,1,5,-2,0.4,-3,0.4,-2,-2,-1.1,3.1
CCOc1ccc(-n2nc3c(=O)[nH]nc(C)c3c2C)cc1,-0.4,1,0,-1,-1.9,1,-3.1,-1,2,-1.2,-0.2
Cc1cnnn1-c1cccc([N+](=O)[O-])c1,-1.2,1,2,-1,2.9,-5,2.5,1,2,-0.3,-0.8
COc1cccc(-n2ccnc2SCC(=O)N2CCc3ccccc32)c1,-0.5,-2,1,-3,-0.2,2,-2.1,0,3,-1.5,0.3
Cc1cc2oc(=O)cc(CN(C)Cc3ccc(OC(F)F)cc3)c2cc1Cl,0.1,0,4,-1,0.6,4,-0.7,1,-3,-0.7,-0.9
NC(=O)COc1cccc2cccnc12,-0.2,4,-26,-10,0.7,4,1.2,4,-34,-1.0,0.0
O=C(N=C1N(Cc2ccccc2)[C@@H](Cc2ccccc2)[C@]2(C=C3CCCCC3n3c(=O)n(-c4ccccc4)c(=O)n32)N1C(=O)OCc1ccccc1)c1ccccc1 (stereo partly drawn),-0.1,1,1,-3,-0.6,-4,1.3,1,-1,-0.9,/
O=C(Nc1cccc(F)c1)NC1(C(=O)N2CCN3CCCC3C2)CCCCC1 (stereo not drawn),0.3,-1,8,1,-0.5,-2,0.3,0,4,-1.2,1.9
COc1ccc2c(c1)C(C)=CC(C)(C)N2C(=O)Nc1ccccc1,0.2,4,-44,-4,-1.9,2,-0.3,0,-54,-1.4,-0.1
Cc1cc(OCC(=O)Nc2ccc(CN3CCOCC3)cc2)ccc1Cl,-2.5,-7,-1,2,-2.0,-1,4.5,1,-6,-1.7,-1.4
COc1ccc(NC(=O)CSc2ccc3nnc(-c4ccccn4)n3n2)c(OC)c1,-0.9,-7,4,1,-2.2,4,-2.4,4,-4,-1.1,0.4
Cc1ccccc1OCCSCc1nc2ccccc2[nH]1,-0.4,-2,2,3,-4.2,1,-3.1,-3,4,-1.4,-0.6
O=C(Oc1ccc(-c2nnco2)cc1)N1CCCCC1,3.1,-2,0,-2,-0.6,3,3.6,5,-1,-1.3,1.0
CCCN(C(=O)Cc1csc(-c2ccccc2)n1)C1CCS(=O)(=O)C1 (stereo not drawn),0.4,4,-1,-2,0.5,5,0.2,-2,-7,-1.3,0.8
O=C(N=Nc1c(O)[nH]c2ccccc12)c1cccc(S(=O)(=O)N2CCCCC2)c1,0.5,0,2,1,1.7,-18,-0.3,4,2,-0.8,-0.8
Cc1cc(NC(=O)CCN2CCN(Cc3ccccc3)CC2)ccc1Br,0.1,1,2,3,1.5,2,-0.2,-3,2,-0.9,-0.6
CC(C)(C)OC(=O)N/N=C/c1ccc(C(=O)O)cc1,1.2,-1,8,5,7.4*,2,5.5,0,2,0.4,3.4
COc1ccc(C2/C(=C(/O)c3ccccc3)C(=O)C(=O)N2CO)cc1 (stereo not drawn),-0.4,1,3,0,-1.8,5,-0.7,1,-1,-1.4,0.9
CCOc1ccc(S(=O)(=O)N2CCC(C(=O)OC(C)C(=O)N3CCOCC3)CC2)cc1 (stereo not drawn),0.4,-1,2,-1,-1.2,-1,0.5,1,1,-0.7,-1.1
CC(Cc1cccnc1)NC(=O)c1cc(COc2c(F)cccc2F)on1 (stereo not drawn),0.8,-1,0,-1,-1.4,-4,-0.8,0,-6,-1.1,-0.7
CC1CN(S(=O)(=O)c2cccc(C(=O)N3CCC(C(N)=O)CC3)c2)CC(C)O1 (stereo not drawn),-1.1,-4,0,-2,0.9,1,2.1,4,5,-1.0,1.7
COc1cccc(N2CCN(CC(=O)NC(=O)NC3CCCCC3)CC2)c1,-0.7,5,-1,-3,-1.7,3,-1.7,-1,-4,-0.5,-0.5
COC(=O)C(Cc1c[nH]c2ccccc12)NC(=O)C(=O)c1c[nH]c2ccccc12 (stereo not drawn),-0.3,-3,2,4,5.9*,0,2.8,-1,-6,0.2,0.1
O=C(c1cc2ccccc2o1)N1CCN(Cc2ccc3c(c2)OCO3)CC1,-2.3,0,1,-1,-1.9,7,-0.2,0,-4,-1.3,-1.0
Cc1ccc2c(c1)C(c1ccc(O)cc1)(c1ccc(O)cc1)C(=O)N2C,0.2,3,2,0,-1.7,0,4.1,-1,-1,-1.8,0.4

# The list continues.
SMILES,DAX1 inh-1,MBD2 inh,PLC-gamma1 inh,ADAM17 inh,hcDAF-12 act,NR1D1 modulator,hgDAF12 agonist,SMARCA2 act,PLCb3 inh,ssDAF-12 act,DAX1 inh-2
CC(C)(C)NC(=O)C1CCCN(S(=O)(=O)c2cccc3cccnc23)C1 (stereo not drawn),2.3,3,1,-3,-2.6,1,0.8,-3,-1,-1.4,-0.9
CCOC(=O)C1=C(C)N=c2s/c(=C/c3ccc(OCC(=O)O)cc3)c(=O)n2C1c1ccc(F)cc1 (stereo not drawn),-0.2,-2,-1,-2,-0.1,5,-1.1,0,-10,-0.6,-0.1
NC(=O)c1cccn1-c1ncc(C(F)(F)F)cc1Cl,-0.7,-4,0,1,-0.8,0,1.0,-2,2,-1.2,1.2
COC(=O)c1cccc(N/C=C(\[N+](=O)[O-])S(=O)(=O)c2ccccc2)c1,0.4,4,-2,-8,-0.2,2,-1.6,-1,-2,-1.1,0.6
O=C(COC(=O)Cc1n[nH]c(=O)c2ccccc12)NNC(=O)c1ccc(Cl)cc1,-0.1,-6,-4,-1,1.9,-6,1.6,-1,-6,-0.3,1.2
CCn1ncc(/C=C/C(=O)C2CC2)c1C,-0.2,1,3,0,-1.6,-1,4.5,0,0,-1.2,-0.9
Cc1cc(=O)oc2cc(NC(=O)c3ccccc3OC(F)F)ccc12,1.6,-2,-115,-235,7.3*,-2,9.9,2,-199,1.6*,0.4
Cn1nnc(NC(=S)NC(=O)c2ccc3ccccc3c2)n1,0.8,1,1,-6,-0.4,-1,4.7,0,1,-1.2,2.7
O=S(=O)(Nc1ccc(N2CCOCC2)cc1)c1ccc2ccccc2c1,-0.4,-1,0,2,0.2,1,-1.0,-3,-35,-2.1,0.5
CCN(CC)c1ccc(NC(=O)CN2CCN(CC(=O)Nc3ccccc3F)CC2)cc1,-0.9,-2,2,-5,1.5,4,1.2,0,3,-1.8,0.1
COc1cccc(CNC(=O)COC(=O)c2ccc(N3CCCC3=O)cc2)c1,0.5,1,2,-4,-0.3,-3,-1.4,-5,-1,-1.1,1.3
O=C(NCc1cccnc1)c1cc(C(=O)C2CC2)c[nH]1,-1.0,8,4,-4,2.0,4,1.8,-6,-3,-1.1,0.1
CN1CCC(N2CCN(C3CN(C4CCCCC4)S(=O)(=O)C3)CC2)CC1 (stereo not drawn),-1.1,2,-1,-4,-0.4,3,1.0,-2,3,-1.2,/
COc1cccc(C2CC(c3ccc(C)cc3)=NN2C(=O)c2ccccc2F)c1OC (stereo not drawn),0.0,2,1,5,-2.5,-7,-1.1,-3,-9,-1.0,-1.3
Cc1ccc(C)c(OCCC(=O)OCC(=O)NC(=O)NC2CCCC2)c1,0.6,2,3,0,-1.0,1,-2.4,-4,-5,-1.6,0.6
O=C(Nc1ccc2c(c1)OCO2)c1ccncc1,0.2,-3,-4,-3,-0.1,-5,2.4,2,-2,-0.5,1.3
CC(O)CNc1nc(N)[nH]c(=O)c1N=Nc1ccccc1 (stereo not drawn),-0.6,-9,1,3,-0.4,3,3.7,-2,6,-1.1,0.4
c1ccc(C2=NNC(=NC3CC3)SC2)cc1,6.8*,7,2,-3,5.1,2,12*,1,-3,0.8,-1.9
CCOc1ccc2nc(NC(=O)CSc3ccc(Cl)cc3)sc2c1,0.3,0,1,0,-0.1,7,4.2,-2,2,-0.7,-0.3
C=CC[C@@H]1Cc2c(Br)ccc(Br)c2[C@@H](CC=C)N1,-0.6,-2,-6,-8,1.9,2,2.6,1,-8,-1.7,1.1
CCOC(=O)N1CCC(NC(=O)C2CCCN(Cc3nc(-c4cccc(Cl)c4)oc3C)C2)CC1 (stereo not drawn),-4.3,2,3,0,-4.0,-1,-6.8,-1,2,-1.7,-2.8
O=C1CCCC(O)=C1C=Nc1cccc(C(F)(F)F)c1,-0.1,2,-1,0,-0.4,-2,-0.8,-2,-9,-2.1,-1.6
OCC[C@@H]1C[C@H](O)[C@@H](O)[C@@]2(OCCCc3cc(Cl)ccc32)O1,0.4,-8,3,4,-1.1,5,-1.4,0,4,-0.7,/
COc1ccccc1C(=O)O/N=C(/c1ccncc1)c1ccc([N+](=O)[O-])cc1,-0.5,1,3,3,-1.0,-1,-1.5,2,4,-0.9,-1.3
O=C1C2C3C=CC(C3)C2S(=O)(=O)C2C3C=CC(C3)C12 (stereo not drawn),-0.8,2,0,0,-1.3,12,0.1,3,4,-1.2,1.2

# (next part)
SMILES,DAX1 inh-1,MBD2 inh,PLC-gamma1 inh,ADAM17 inh,hcDAF-12 act,NR1D1 modulator,hgDAF12 agonist,SMARCA2 act,PLCb3 inh,ssDAF-12 act,DAX1 inh-2
O=C(NCCNc1ccc([N+](=O)[O-])cc1)c1cccc2c(Br)cccc12,0.5,0,2,1,-0.8,-2,4.2,0,3,-1.2,-0.8
O=c1ccn([C@@H]2O[C@H](CNCc3c(OCc4ccccc4F)ccc4ccccc34)[C@@H](O)[C@H]2O)c(=O)[nH]1,-2.2,-3,0,-1,0.1,4,1.1,1,3,-0.6,/
CCOC(Cn1c(SCc2cc(C(C)=O)ccc2OC)nc2ccccc2c1=O)OCC,0.6,0,-1,1,-1.6,34*,2.3,-1,3,-1.0,0.6
NC(=O)CCn1c(C(=O)c2cccc([N+](=O)[O-])c2)c2ccccc2[n+]1[O-],0.7,-4,0,2,2.9,0,0.9,1,-1,1.1*,0.3
O=C(Cn1cc(SCc2ccc(Cl)cc2)c2ccccc21)N1CCOCC1,0.5,4,-1,-1,4.8,-3,4.2,4,-2,-0.7,1.1
Cc1cc(NC(=O)Nc2cccc3ccccc23)no1,-0.6,0,-13,-12,-0.2,-4,-0.4,-3,-14,-0.9,-1.0
COc1cc(C(=O)Sc2ccc(C)cc2)cc(OC)c1OC,-1.1,-3,4,6,-0.2,4,0.8,3,3,-1.3,1.4
CC(=O)S[C@@H]1CC2=CC(=O)CC[C@]2(C)[C@H]2CC[C@@]3(C)[C@@H](CC[C@@]34CCC(=O)O4)[C@H]12,-2.1,-1,3,-5,-3.7,6,1.3,-6,-2,-1.6,-1.2
COC(=O)C1C(=O)c2c(n[nH]c2C)CC1(C)C (stereo not drawn),-0.8,6,3,-1,0.3,-2,0.8,2,3,-0.5,1.5

# Source: PubChem BioAssay
